Screening data from PubChem BioAssay.
DAX1 inh-1: inhibits human nuclear receptor DAX1. P51843. HEK293 Gal4-DAX1 luciferase reporter, luminescence. inhibition, % at 6.75 µM. 340,000 tested, 0.99% active. AID 504766;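 active = inhibition above the mean over all tested compounds plus 3 SD, cut at about 4.2% in these data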;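 note: 0% = DAX1-transfected cells with DMSO and 100% = empty-vector control cells with DMSO; inhibition shows as a rise in luminescence from relieved DAX1 repression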
DAX1 inh-2: inhibitors of DAX1 repression of SF-1 activated StAR promoter; HEK293T StAR-luciferase reporter, SF-1/DAX-1 repression relief; inhibition, % at 6.8 µM; 370,000 tested, 1.1% active; AID 652010;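 active = inhibition above the mean over all tested compounds plus 3 SD, cut at about 3.6% in these data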;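 note: 0% = DAX-1 cells with DMSO and 100% = cells lacking DAX-1 with DMSO; higher inhibition means more luminescence from relief of DAX-1 repression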
hgDAF-12 ag: agonists of H. glycines DAF-12 nuclear receptor. activation, % at 6.8 µM. AID 687014. 370,000 tested, 1.8% active. HEK293 GAL4-hgDAF12 UAS-luciferase reporter, agonist luminescence; normalized to butyrate control;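 active = activation above a cutoff set at the mean of all screened compounds plus 3 SD, cut at about 10% in these data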;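 note: 0% = DMSO wells and 100% = sodium butyrate wells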
sPLA2-III inh: Blocks human group III sPLA2 activity; QFRET BODIPY PC-A2 liposome hydrolysis, fluorescence; inhibition, % at 12.2 µM; 370,000 tested, 0.56% active;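 active = inhibition above mean plus 3 SD of compounds lying within the high and low control bounds, cut at about 19% in these data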;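 note: 0% = median of test compound wells and 100% = no enzyme DMSO wells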
Target sequence (Q9NZ20 whole entry, looked up): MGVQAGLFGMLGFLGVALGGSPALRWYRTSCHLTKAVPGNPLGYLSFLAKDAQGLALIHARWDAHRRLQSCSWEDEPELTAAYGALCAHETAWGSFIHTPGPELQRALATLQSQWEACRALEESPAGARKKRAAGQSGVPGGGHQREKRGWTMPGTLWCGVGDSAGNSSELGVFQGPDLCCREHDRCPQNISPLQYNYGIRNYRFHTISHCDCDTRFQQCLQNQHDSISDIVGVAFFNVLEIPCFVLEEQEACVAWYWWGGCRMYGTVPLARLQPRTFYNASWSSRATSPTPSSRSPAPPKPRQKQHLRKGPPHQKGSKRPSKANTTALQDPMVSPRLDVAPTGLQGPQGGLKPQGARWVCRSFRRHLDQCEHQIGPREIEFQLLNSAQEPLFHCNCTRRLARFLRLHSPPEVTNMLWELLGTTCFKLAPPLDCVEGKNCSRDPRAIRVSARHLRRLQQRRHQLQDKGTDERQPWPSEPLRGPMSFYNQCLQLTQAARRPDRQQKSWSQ
SMARCA2 act: activators of SMARCA2 function. MG213 cells, MMTV-luciferase reporter, dexamethasone, overnight. activation, % at 9.1 µM. 370,000 tested, 1% active. AID 652017; in the data active = activation above about 7.8%;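 note: 0% = vehicle wells and 100% = reference activator wells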
GC-A act: GC-A (human) enzyme activation; P16066; HEK293 GC-A cells, cGMP TR-FRET, EC30 ANP; 0% at EC30 ANP, 100% saturating ANP; activation, % at 10 µM; 370,000 tested, 0.14% active; in the data active = activation above about 40%
GAA850 FXN act: increases GAA850 frataxin promoter reporter activity; HEK293 lucGAA850 FXN promoter luciferase reporter, 24 h; percent of 10 µM SAHA response; activation, % at 6 µM; 360,000 tested, 0.56% active; AID 540364;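 active = activation above the average of all compounds screened plus 3 SD, cutoff fixed separately per campaign, cut at about 7.5% in these data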;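 note: 0% = DMSO wells and 100% = 10 µM SAHA wells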
ADAM10 inh: inhibits human ADAM10; O14672; recombinant ADAM10, EDANS/DABCYL FRET peptide cleavage, 3 h; inhibition, % at 7 µM; 370,000 tested, 0.62% active;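 active = inhibition above a per-campaign cutoff equal to the mean of compounds falling between control-based bounds plus 3 SD, cut at about 20% in these data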;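 note: 0% = DMSO wells while the 100% control is not disclosed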
Target sequence (O14672 214-748 limits assumed): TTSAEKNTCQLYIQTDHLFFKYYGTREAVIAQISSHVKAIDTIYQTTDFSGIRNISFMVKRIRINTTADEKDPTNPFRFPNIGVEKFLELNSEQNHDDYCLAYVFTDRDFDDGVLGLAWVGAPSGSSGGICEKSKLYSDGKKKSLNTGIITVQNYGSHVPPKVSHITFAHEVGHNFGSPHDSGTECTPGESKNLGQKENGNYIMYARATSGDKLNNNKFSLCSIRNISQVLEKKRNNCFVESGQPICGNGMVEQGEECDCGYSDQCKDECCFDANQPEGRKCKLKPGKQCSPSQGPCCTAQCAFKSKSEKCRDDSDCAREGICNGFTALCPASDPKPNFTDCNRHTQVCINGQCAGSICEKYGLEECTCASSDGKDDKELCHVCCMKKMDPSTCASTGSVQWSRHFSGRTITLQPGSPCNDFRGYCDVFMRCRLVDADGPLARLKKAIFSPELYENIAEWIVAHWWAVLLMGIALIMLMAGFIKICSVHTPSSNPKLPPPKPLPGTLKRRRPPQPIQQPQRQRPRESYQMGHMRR
ssDAF-12 act: S. stercoralis DAF-12 activation, primary screen; HEK293 ssDAF-12/GRIP1 lit1-tk-luc reporter, luminescence; % of 3 µM dafachronic acid response; activation, % at 6.8 µM; 370,000 tested, 1% active; AID 652126;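 active = activation above the mean over all tested compounds plus 3 SD, cut at about 0.9% in these data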;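 note: 0% = DMSO-only wells and 100% = 3 µM delta7-dafachronic acid wells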
GC-B act: GC-B (human) receptor activation | P20594 | HEK293-GC-B cells, CNP EC30, cGMP TR-FRET; 0% at EC30 CNP, 100% saturating CNP | activation, % at 10 µM | 370,000 tested, 0.11% active | AID 1920062;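 active = activation at 10 µM reaching about 35% in either raw or pattern-adjusted values, limit read from the data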
hcDAF12 agonist: H. contortus DAF-12 activation, primary screen. HEK293 hcDAF-12 lit1-tk-luc reporter, luminescence; 0% DMSO, 100% Δ7-dafachronic acid. activation, % at 6.8 µM. 370,000 tested, 1.4% active. AID 652067;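 active = activation above the mean of all tested compounds plus 3 SD, cut at about 5.5% in these data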;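 note: 100% = response to 3 µM Δ7-dafachronic acid high control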
* hit, by the source's call; i = inactive; . = not tested or not shown.

SMILES	DAX1 inh-1	DAX1 inh-2	hgDAF-12 ag	sPLA2-III inh	SMARCA2 act	GC-A act	GAA850 FXN act	ADAM10 inh	ssDAF-12 act	GC-B act	hcDAF12 agonist
Cc1ccc(F)cc1CNC(=O)C1CCC(=O)N(C2CC2)C1 (centres undefined)	1.4	0.3	3.3	-3	0	0	1.6	-5	-0.2	7	-1.1
O=C(COC(=O)Cn1cnc2ccccc21)Nc1cccc(S(=O)(=O)N2CCOCC2)c1	0.2	0.4	-2.5	5	-6	0	0.1	4	-0.2	5	1.2
COc1cc(C(=O)Nc2cc(S(=O)(=O)N3CCOCC3)ccc2N2CCN(C)CC2)cc(OC)c1OC	0.5	2.5	0.4	2	-2	-4	1.6	-2	-0.9	-14	0.0
Cc1cc(C)nc(-n2nc(C)cc2Nc2ccccc2)n1	-2.1	-2.7	-5.8	-3	-2	-26	1.6	4	-2.1	-21	-3.2
Cc1ccccc1-c1nnc(SCCOc2ccc3c(C)cc(=O)oc3c2)o1	-0.4	-0.5	-2.7	4	-1	-13	0.8	-18	-0.7	-12	-1.7
O=C(O)c1sccc1Oc1ccc(NS(=O)(=O)c2ccccc2)cc1	0.0	-0.2	3.7	1	-2	-1	-0.5	1	-1.3	-3	-1.2
CCCCCC(=O)N1C[C@@H](O)[C@H](n2cc(COC(=O)c3ccccc3)nn2)C[C@@H]1c1ccc(C)cc1	-0.2	0.4	0.6	-10	-2	-6	1.3	1	-1.2	-1	-1.1
CCCOC(=O)c1ccc(NC(=O)C2CCCO2)cc1 (centres undefined)	2.2	0.5	6.2	-3	2	5	3.0	0	-0.5	3	-0.2
COC(=O)c1cc(=O)nc(NN=Cc2ccccc2)s1	.	1.4	1.8	-9	-2	3	.	0	-1.2	-3	-1.8
O=C(Nc1cccc(Cl)c1Cl)c1cc(S(=O)(=O)NCCc2ccccc2)ccc1F	0.4	-0.1	4.5	-24	-4	-6	0.4	14	-1.9	2	-2.0
CCOC(=O)c1ccc(-n2[nH]c(-c3ccccc3)cc2=O)cc1	1.2	0.5	0.0	1	1	6	1.3	12	-1.1	-1	-0.3
CC(CCC(=O)O)C1CCC2C3CCC4C[C@H](O)CCC4(C)C3CC(=O)C12C (some centres undefined)	0.1	-0.5	1.0	-8	-2	1	-0.8	0	-1.3	4	-2.3
O=C(Oc1ccccc1)N1CCN(c2ccc(F)cc2)CC1	-1.4	-0.6	0.5	6	0	0	1.8	-4	-1.1	1	-1.0
COc1ccc(-c2cc(NC=O)c3ncc(-c4cccc(C(C)=O)c4)n3c2)cc1	.	-1.7	-2.2	11	0	12	2.7	-44	-1.6	7	-1.9
CCOC(=O)N1CCN(C(=O)c2c(-c3c(Cl)cccc3Cl)noc2C)CC1	-0.9	0.0	1.4	2	0	-1	-0.3	-2	-0.3	3	-1.2
CC(=O)c1ccc(-c2cccs2)s1	2.4	0.0	1.2	-2	1	1	1.8	i	-1.5	-7	0.1
Cc1cc(N(C)C)ccc1[N+](=O)[O-]	-0.1	-0.4	2.0	4	4	1	-0.5	9	-0.7	0	-1.8
COc1ccc(NC(=O)C2CCN(S(=O)(=O)c3ccc4c(c3)NC(=O)C(C)S4)CC2)cc1 (centres undefined)	-0.5	-4.8	-5.1	-27	-5	-9	0.8	14	-2.2	0	-3.4
CC(C)CSc1nc2ccccc2[nH]1	2.8	1.7	7.3	2	1	0	4.8	4	-1.1	2	0.8
COc1ccc(OC)c(NC(=O)COc2ccc(S(=O)(=O)NC(C)C)cc2)c1	0.0	-0.6	-0.3	-11	0	-3	3.0	4	-0.6	-5	-1.6
O=C1CC(=O)N2N=C(c3ccc([N+](=O)[O-])cc3)SC2=N1	-0.3	-0.5	0.9	2	0	-1	4.7	3	0.7	-12	1.6
S=C(NCCCc1ccccc1)Nc1ccccc1Cl	-0.7	0.1	0.6	-14	0	2	0.6	13	-1.1	-1	-1.1
CCOc1ccc(-n2c(SCc3nc(-c4ccc(C)cc4)no3)nnc2-c2ccncc2)cc1	-0.4	-0.8	2.0	-22	0	-3	-0.1	13	-1.9	-5	-1.9
COc1ccc(CCNC(=O)CSc2nc(=O)[nH]c3c2CCC3)cc1OC	1.1	-2.8	1.1	-1	1	0	0.7	-9	-0.9	-2	0.2
COc1cc(C(=O)OCC(=O)NC2CCCC2)cc(OC)c1OC	0.0	-0.3	-0.8	3	-1	4	0.5	15	-1.1	7	-0.5
CC(=O)Oc1c(S(=O)(=O)c2ccc(C)cc2)c(C)nn1-c1ccccc1	0.4	0.2	0.1	5	0	0	0.9	-2	0.4	-1	2.5
O=C(COC(=O)c1ccccc1O)NCc1ccc2c(c1)OCO2	1.0	0.8	0.2	-1	-2	5	1.5	-1	-1.4	-2	-2.0
CCOc1ccc(NS(=O)(=O)c2ccc(C(=O)NCC(c3ccco3)N3CCCC3)cc2)cc1 (centres undefined)	-0.7	2.7	1.4	-32	0	-6	0.9	-1	-0.9	3	-1.8
Cc1cc(C)c(C)c(OCC(=O)O/N=C(\N)c2ccccn2)c1	0.1	0.1	0.9	-6	1	0	1.2	0	-1.2	-4	-1.4
CCOC(=O)c1c[nH]c2c(C)cc(C)cc2c1=O	-0.1	0.0	-1.5	0	-1	4	-3.8	-11	-1.2	-2	-1.5
O=C(CCCN1C(=O)CCC1=O)Nc1ccc2c(c1)OCCO2	0.6	-0.6	0.5	0	0	1	-0.1	-1	-1.4	-1	-0.8
O=S(=O)(Nc1ccccc1)c1ccc(NS(=O)(=O)c2c(F)cccc2F)cc1	1.9	-0.2	0.5	-21	0	2	-1.6	-2	-1.1	1	1.3
O=C(c1cnc2sccn2c1=O)N(Cc1ccccc1)c1ccccn1	3.4	0.3	-0.7	16	-4	2	-0.2	-27	-0.6	1	-1.9
Cc1nn(C)c(NC(=O)c2ccc(Cl)cc2Cl)c1Br	0.6	-0.6	0.9	-7	0	0	-1.0	12	-1.2	2	-1.5
Cc1ccc(S(=O)(=O)NN=C2CCc3ccccc32)cc1	1.1	0.3	4.6	5	-3	1	1.8	10	1.6*	2	3.8
COc1cc(C(=O)OCC(=O)c2cc(C)n(C)c2C)cc(NC(=O)c2ccco2)c1OC	0.5	0.3	1.2	4	1	10	-0.2	5	-1.7	9	-0.2
Cc1ccc(C2=N/C(=C/N3CCOCC3)C(=O)O2)cc1	-0.6	1.5	7.9	-3	1	-5	3.3	-10	-0.7	-3	0.9
Cc1cccc(OCCCn2c(=O)sc3ccccc32)c1	-0.1	0.2	5.7	-3	0	-7	3.5	2	-0.4	-5	2.1
Cn1c(/C(C#N)=C(\O)c2ccccc2Cl)nc2ccccc21	1.1	0.0	2.0	-13	-4	2	0.9	6	-1.2	0	0.4
COC(=O)c1cc(CNC(=O)c2cccc(Cl)c2Cl)ccc1OC	.	0.2	-0.1	1	-3	1	.	5	-1.8	-1	0.9
CCN(CC)S(=O)(=O)c1cc(OCC(N)=O)c(C)cc1Cl	0.7	0.0	-1.8	3	2	-1	1.1	9	-1.1	-2	-0.4
CCCC(=O)Oc1ccc(N(C(=O)CCC)S(=O)(=O)c2cccs2)cc1	2.4	-0.3	-3.2	-6	-4	0	2.9	3	-0.5	-4	1.5
Cc1cccc(C(=O)Nc2ccccc2C(=O)OCC(=O)Nc2ccc(C#N)cc2)c1	-0.5	0.2	6.9	-20	3	-11	0.7	11	-1.1	-4	0.5
O=C(COc1ccccc1)Nc1nc2cc3c(cc2s1)OCCO3	1.3	2.0	2.4	-8	2	2	4.2	-5	0.1	-2	4.1
O=C(O)c1cccc(S(=O)(=O)NNc2ccccc2C(F)(F)F)c1	-0.8	0.2	0.8	-9	-2	6	0.4	-7	-1.0	-1	-0.7
CCOc1ccc(-c2nc(C#N)c(N3CCN(Cc4ccccc4)CC3)o2)cc1	0.0	-1.3	-2.9	-3	-3	28	-0.1	-57	-0.9	0	-0.5
Cc1cc(C)cc(NC(=O)CCc2ccc(C)o2)c1	0.0	0.5	0.8	-22	-2	1	1.4	4	-1.2	-4	-0.6
O=C(Nc1ccc2c(c1)OCCO2)C1CCN(C(=O)c2ccc(Br)cc2)CC1	-0.2	0.3	0.3	-5	-1	-4	0.2	0	-0.5	-4	0.6
CNc1cc(CS(=O)c2ccccc2)nc(-c2ccccc2)n1 (centres undefined)	-0.6	-0.1	1.2	8	1	-3	1.6	6	-1.0	3	0.6
CC1CCN(Cc2ccc(NC(=O)C3CCN(c4nnc(-n5cccc5)s4)CC3)cc2)CC1	-2.6	-0.5	-1.4	-8	-3	2	-4.0	-10	-0.1	2	-3.8
COc1ccccc1N1CCN(C(=O)c2coc(=O)c(Br)c2)CC1	3.2	0.2	0.6	0	-2	1	1.7	i	-1.7	13	-0.6
COc1cc(/C=N/NC(=O)c2cccnc2)ccc1OS(=O)(=O)c1ccc(F)cc1	-1.9	0.6	1.6	4	-2	4	-3.4	-5	-1.7	8	-1.2
CC(C)CC(C(=O)O)N1C(=O)C2C3CC(C2C1=O)C1C(c2ccccc2)c2sc(=O)[nH]c2SC31 (centres undefined)	0.1	0.1	1.0	-15	-1	1	0.5	-12	-0.9	4	-1.9
O=C(O)c1cc(-c2ccc(/C=N/N3C(=O)C4C5C=CC(CC5)C4C3=O)o2)ccc1Cl (centres undefined)	2.2	-0.2	-1.1	2	-3	2	-1.8	-48	-1.4	-1	-1.2
CCOc1ccc(S(=O)(=O)NCCC(=O)NCC(c2ccc(OC)cc2)N2CCOCC2)cc1 (centres undefined)	1.4	1.3	-2.9	6	-2	2	0.1	-8	-1.1	2	-0.3
COc1ccc(Oc2ccc(C(F)(F)F)cc2NC(=O)c2ccc(F)cc2)cc1	.	-0.3	1.4	7	-1	-9	0.1	7	-1.5	-7	-2.3
Cc1cc(NC(=O)C(C)SCC(=O)NCc2ccc(F)cc2)no1 (centres undefined)	0.9	1.3	3.4	6	1	1	-0.2	-2	-0.9	0	-1.7
O=S(=O)(NCCc1ccncc1)c1ccc(F)cc1	1.1	0.1	1.1	-2	5	0	0.7	1	-1.2	-4	-0.6
CCOC(=O)c1[nH]c2ccccc2c1NC(=O)NC1CCCCC1	-0.1	-0.8	0.4	-4	1	-2	-2.2	1	-0.2	2	-0.4
COc1cc(/C=C/C(=O)O)cc(S(=O)(=O)NC2CC2)c1OC	-0.4	0.0	-0.9	3	1	-2	-0.7	-11	-0.9	0	-2.2
Nc1c(Cl)cc(C2=NCCn3nc4cc(C(F)(F)F)ccc4c32)cc1Cl	0.9	0.5	-1.4	0	1	7	1.4	-7	-0.3	0	2.6
COc1ccccc1-c1c(C)oc2c(CN3CCOCC3)c(O)ccc2c1=O	-0.1	0.3	0.4	3	-1	2	1.6	i	-0.6	3	-1.6

Random draw from the library; 6.6% or so of the library scored in one or more.
